High-throughput results from PubChem BioAssay.
mHtt clearance: mutant huntingtin protein clearance; 0.42% of 47,000 active; HeLa Exon1htt(103Q)mCFP, aggregate imaging; zero = plate's median compound well; inhibition, % at 1.5 µM; AID 853;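 active = inhibition of aggregate fluorescence above about 70%, also judged a hit by eye on the cell image, limit read from the data, passing the limit was not always enough; inconclusive = no rule stated for this call; inactive = not judged a hit on image review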;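 note: cells exposed to compound for three days before fixation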
mHtt clearance grain fraction: also measured in mHtt clearance; calls as there; fraction fluorescence in grains; measured here: aggregate grain fluorescence fraction; active compounds read low;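 scaled fraction of total cell fluorescence in grains with unit not stated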
* hit, by the source's call; ? = inconclusive; . = not tested or not shown. This is a subset, so the mix of outcomes need not match the whole.

SMILES	mHtt clearance	mHtt clearance grain fraction
O=C(O)CCCN=CC1=C(O)C(C(=O)c2ccccc2)CCC1=O (stereo not drawn)	16	16
COC(=O)c1ccc2ncccc2c1	-23	23
CCN(CC)CCN1C(=O)C(=O)/C(=C(/O)c2ccc(C)cc2)C1c1ccncc1 (stereo not drawn)	8	18
S=c1[nH]nc(Cc2ccccc2)n1-c1ccccc1	55	17
COc1ccc(N(CC(=O)N/N=C/c2cccs2)S(=O)(=O)c2ccc(OC)c(OC)c2)cc1	29	27
CC(C)Cn1c(=O)c2ccccc2c2ccccc2c1=O	?	.
Cc1cc(C)c(C#N)c(SCS(=O)c2ccc(C(C)(C)C)cc2)n1 (stereo not drawn)	34	23
O=C(CSc1nnc(CNc2cccc(C(F)(F)F)c2)n1Cc1ccco1)NCc1ccco1	-24	23
O=C(COc1ccccc1)Nc1nccs1	30	13
O=C(Cn1c(=O)oc2cc(S(=O)(=O)N3CCCC3)ccc21)N1CCN(c2ccccc2)CC1	-112	100
Cc1cccn2c(=O)c3cc(C(=O)NCCCN4CCCC4=O)n(C)c3nc12	-54	30
Cc1ccc(C(=O)NC2CCS(=O)(=O)C2)cc1S(=O)(=O)N1CCOCC1 (stereo not drawn)	-16	21
Cc1c(C#N)c2ccccc2n1CC(=O)N1CCCC1	-24	43
Cn1c(NCCCN2CCOCC2)nc2c1c(=O)n(Cc1ccc(Cl)c(Cl)c1)c(=O)n2C	0	35
CCCCC(CCC(=O)O)(C(=O)OCC)c1csc(N)n1 (stereo not drawn)	-71	36
CC(=O)C(C(C)=O)c1c(Cl)c(O)c(O)c2c(C(=O)c3ccccc3)coc12	64	13
O=C(NC1CCCCC1)NC1(C(=O)N2CCN3CCCC3C2)CCCCC1 (stereo not drawn)	54	8.4
O=C(CSc1nc2[nH]ncc2c(=O)n1-c1ccccc1)c1ccc2c(c1)OCCO2	42	11
O=C1C2CC=CCC2C(=O)N1c1ccc(Cc2ccncc2)cc1 (stereo not drawn)	7	16
CC(C)CC(c1nnnn1C1CCCC1)N1CCN(C(=O)c2ccco2)CC1 (stereo not drawn)	63	13
O=C(Nc1ccc2oc(-c3ccncc3)nc2c1)c1cccs1	-381	83
O=C(NCc1ccco1)c1cccc(NC(=O)c2ccco2)c1	-32	31
O=C(CN1CCN(CC(=O)Nc2ccc3c(c2)OCO3)CC1)Nc1ccc(F)cc1	-24	27
CC(Sc1ccc(Br)cc1)C(N)=O (stereo not drawn)	2	34
CC(C)N(Cc1nc(-c2ccccc2)no1)C(=O)C(C)(C)C	20	14
CCCN1C(=O)C(NC(C)=O)c2ccccc21 (stereo not drawn)	25	18
CCCOc1ccc2c3c(c(=O)oc2c1)CCCC3	44	11
CC(CC(=O)Nc1ccncc1)c1ccccc1 (stereo not drawn)	3	38
CC1CCCC(C)N1S(=O)(=O)c1ccc(S(=O)(=O)NCCc2ccncc2)cc1 (stereo not drawn)	64	7.2
CC1CC(C)CN(C(=O)Cn2c(=O)n(CCCCC(=O)NC3CCCC3)c(=O)c3ccccc32)C1 (stereo not drawn)	18	32
CC(=O)N1CCc2cc(S(=O)(=O)NCCC(=O)NC3CCCc4ccccc43)ccc21 (stereo not drawn)	32	13
COc1ccc(NC(=O)C23CCC(C)(C(=O)C2)C3(C)C)cc1 (stereo not drawn)	-16	21
COCc1cc(C)nc(NC2CCCCC2)c1C#N	-1	19
C=CCNC(=O)C1CC(=O)N(c2ccc(OCC(=O)Nc3ccccc3)cc2)C1 (stereo not drawn)	-40	25
CC1(C(=O)NC2CCCC2)CCC(=O)N1Cc1ccccc1 (stereo not drawn)	-26	24
CCN(CC)S(=O)(=O)c1ccc2oc(C(=O)NC3CCCc4ccccc43)c(C)c2c1 (stereo not drawn)	-15	37
COC(=O)CCC(=O)COc1ccccc1C#N	-57	32
O=C(C(NS(=O)(=O)c1cccs1)c1ccccc1)N1CCN(c2ccccc2F)CC1 (stereo not drawn)	-46	47
Cc1[nH]c(=O)[nH]c(=O)c1CSc1nnc(CCCCCNC(=O)OC(C)(C)C)o1	12	17
COc1ccc(-n2c(Cc3cc(=O)[nH]c(=O)[nH]3)nnc2SCC(=O)Nc2ccccc2)cc1	-6	48
Cc1cc(NC(=O)CCC(=O)N(Cc2ccco2)C(C(=O)NC2CCCCC2)c2ccccc2)no1 (stereo not drawn)	-36	26
COC(=O)C(C(=O)OC)C(C(=O)OC)C(C(=O)OC)C(=O)OC	-23	23
O=C(Nc1ccccc1C(=O)N1CCOCC1)C1COc2ccccc2O1 (stereo not drawn)	39	9.8
CCCCC(=O)NC(=S)Nc1cccc(NC(=O)CC)c1	67	13
O=C(CCC(=O)OCC(=O)c1ccc(-c2ccccc2)cc1)Nc1cccc(Cl)c1	-27	26
CCOc1ccc(NC(=O)COC(=O)Cn2cnnn2)cc1OCC	17	15
CC(=O)Oc1ccc(-c2csc(Nc3cccnc3)n2)cc1	-138	94
CC1(C)NC(=O)N(CC(O)COc2ccccc2C(=O)N2CCCCC2)C1=O (stereo not drawn)	4	33
CCn1cc(Br)c(C(=O)Nc2ccc(Cl)c(Cl)c2)n1	-2	19
O=C(NCc1ccccc1)/C(=N\O)c1ccccc1	7	32
COCCNc1nc(C(C)(C)C)nc2c1nnn2Cc1ccccc1Cl	-1	19
CNC(=O)N(C1=NCC(C)(C)S1)c1ccc(F)c(Cl)c1	-3	53
CC(C)CC(=O)NC1(C(F)(F)F)C(=O)Nc2c1c(=O)[nH]c(=O)n2Cc1ccco1 (stereo not drawn)	-28	49
COc1cccc(Oc2ccc(N)cn2)c1	?	.
COC(=O)Cc1csc(Nc2c(C)n(C)n(-c3ccccc3)c2=O)n1	-11	20
CCCN1C(=O)/C(=C/C=C2\N(CC)c3ccccc3C2(C)C)SC1=S	6	36
O=C(Nc1ccc(N2CCOCC2)c(Cl)c1)C1CCCCC1	-7	37
Cc1noc(C)c1COC(=O)COc1cccc2c1OC(C)(C)C2	-3	21
CCOC(=O)c1ccc(Nc2nnc(C(C)(C)C)c(=O)[nH]2)cc1	-37	52
O=C(CSCc1ccco1)c1ccc(Cl)s1	-22	41
Carrying on:
SMILES	mHtt clearance	mHtt clearance grain fraction
O=C(NCc1cccs1)N[C@@H](Cc1ccccc1)C(=O)O	-20	45
CC(=O)Nc1ccccc1OCc1nnc(-c2cccs2)o1	3	19
O=C(O)CCn1c(=S)oc2ccccc21	1	20
COc1cccc(CN2CCN(c3cccc(C(F)(F)F)c3)CC2)c1OC	15	16
CN(C)CCNC(=O)c1ccc(CS(=O)(=O)c2c(Cl)cccc2Cl)o1	-9	54
COc1ccc(CC(=O)OCCN(C)C)cc1	47	20
c1ccc(Cn2nnnc2CN2CCN(c3ncccn3)CC2)cc1	-24	24
Nc1c(C(=O)Nc2ccc(F)cc2)sc2nc(-c3ccco3)ccc12	42	21
CN1C(=O)Cn2c1nc1ccccc12	-23	45
NC(=O)C1(N2CCCCC2)CCN(C(=O)CSc2nc(C(F)(F)F)cc(=O)[nH]2)CC1	-25	20
CC1(C)CC(=O)CC(C2(O)C(=O)N(Cc3ccccc3)c3ccccc32)O1 (stereo not drawn)	-50	46
Cc1ccc(S(=O)(=O)N(CC(O)CN(C)C)c2ccccc2)cc1 (stereo not drawn)	14	33
CC(=O)C1=C(C)NC(SCC(=O)c2cc(Cl)ccc2Cl)=C(C#N)C1c1ccco1 (stereo not drawn)	-88	84
O=S(=O)(Nc1nccs1)c1cc(Cl)ccc1Cl	-5	36
CCSC1=C(C#N)C(c2ccccc2Cl)CC(=O)N1 (stereo not drawn)	32	26
O=S(=O)(Nc1ncccc1O)c1ccc(Cl)cc1	36	11
CS(=O)(=O)Nc1ccccc1C(=O)NC1CC2CCC1C2 (stereo not drawn)	9	19
CCCCS(=O)(=O)/C=C\C=C/S(=O)(=O)CCCC	54	15
O=C(c1ccc(CNS(=O)(=O)c2ccccc2)cc1)N1CCN(Cc2ccccc2)CC1	22	15
Cc1cc(C(=O)Nc2c(C)n(C)n(-c3ccccc3)c2=O)cs1	-30	25
O=C(NC1CCSC1=O)c1ccccc1 (stereo not drawn)	?	.
Cc1nc2ccccc2nc(C)c1=NO	2	41
Cc1cc(C)n(C(=O)c2ccc(NC(=O)C3CC3)cc2)n1	4	46
CCc1nnc(NC(=O)C2CCCN2S(=O)(=O)c2ccccc2)s1 (stereo not drawn)	24	15
COc1ccc(C(=O)NC(=S)Nc2ccccc2N2CCN(S(C)(=O)=O)CC2)cc1OC	-42	62
COC(=O)c1cc2occc2n1CC(=O)Nc1ccc(C)cc1C	13	32
O=C(Nc1cccc(C(F)(F)F)c1)N1CCC(c2nc(-c3ccc(F)cc3)no2)CC1	-13	39
NC(=O)C1CCN(C(=O)CN2C(=O)c3ccccc3S2(=O)=O)CC1	-137	49
CCn1c(SCC(=O)N2CCc3ccccc32)nnc1-c1c[nH]c2ccccc12	15	32
Cc1ccc(/C=N/Nc2nc(Cl)c(Cl)cc2Cl)s1	24	32
Cc1ccc(NC(=O)N(Cc2ccc3c(c2)OCO3)Cc2cc3cc4c(cc3[nH]c2=O)OCCO4)cc1	-75	36
CCOc1ccc2oc(-c3ccccc3)c(C(=O)O)c2c1	-46	29
Cn1c(SCC(=O)N2CCCCCC2)nc2c([nH]c3ccccc32)c1=O	34	25
CCOc1cc2c3c(c1)C1(C(=O)N3C(C)(C)C=C2C)C(C#N)=C(N)Oc2cc(O)ccc21 (stereo not drawn)	10	17
O=C(Nc1ccc(-c2cn3ccsc3n2)cc1)C1CC1	-69	33
Cc1cccc(NS(=O)(=O)c2ccc(Oc3ccccc3)cc2)n1	23	15
CC1(C)Cc2c(sc3c2c(=N)n(Cc2ccco2)c(=O)n3Cc2ccccc2)CO1	-66	31
O=S(=O)(NC1CCCCCCC1)c1cccs1	14	19
O=C(NCc1ccc(C(F)(F)F)cc1)C12CN(Cc3ccccc3)CC1C(c1cccc([N+](=O)[O-])c1)=NO2 (stereo not drawn)	-15	44
Cc1ccc(-c2nc3ccccc3[nH]2)s1	-13	44
O=C(NC(Cc1c[nH]c2ccccc12)c1nnc2n1CCCCC2)c1ccccc1 (stereo not drawn)	-9	43
c1ccc(Cn2nnc3c(N4CCOCC4)ncnc32)cc1	39	20
Cc1ccc(Cl)cc1NS(=O)(=O)c1c(C)[nH]c(=O)[nH]c1=O	5	41
Cc1ccc(-n2ncc(C(=O)O)c2C2CCN(C(=O)OC(C)(C)C)CC2)cc1	-9	20
CCN(CC)CCN1C(=O)C(O)=C(C(=O)c2cccs2)C1c1ccc(C)o1 (stereo not drawn)	-39	25
CC(=O)C1=C(C)NC(SCC(=O)c2ccc(Cl)cc2)=C(C#N)C1c1ccco1 (stereo not drawn)	-49	57
CCOC(=O)c1cnc(SCC(=O)N2CCN(c3ccccc3)CC2)nc1N	-48	29
Cc1nn(C(=O)CN2C(=O)c3ccccc3C2=O)c(C)c1Br	-61	34
COc1ccc(/C=C\c2onc(C)c2S(=O)(=O)N2CCC(C(=O)NCCC(C)C)CC2)cc1	50	17
Cc1ccc(S(=O)(=O)/C(C#N)=C/c2c(N3CCOCC3)nc3ccccn3c2=O)cc1	-6	43
CC1(C)C(N(O)C(=O)Nc2ccc(Cl)cc2)N(c2ccc(Cl)cc2)C(=O)N1CC(=O)NN (stereo not drawn)	-20	23
CC(C)OC(=O)c1cc2c(ccn2C)n1CC(=O)N1CCC(Cc2ccccc2)CC1	20	31
COc1ccc(C(=O)N2c3cc4c(cc3C(C)=CC2(C)C)OCO4)cc1	21	13
CCCCNc1cc(=O)n(C)c(=O)n1C	-66	35
CCCCC(CC)C(=O)Nc1ccccc1C#N (stereo not drawn)	14	32
Cc1ccc(C(=O)c2ccc(N3CCOCC3)c(F)c2)cc1	-12	20
COc1ccc(-c2noc(CN(C)S(=O)(=O)c3ccc(C)cc3)n2)cc1	36	12
COc1ccccc1OCC(O)Cn1c(=N)n(CCN2CCCCC2)c2ccccc21 (stereo not drawn)	35	13
N#Cc1ccc(COC(=O)Cn2nnc(-c3ccccc3)n2)cc1	18	16
O=C(CSc1n[nH]c(-c2ccncc2)n1)NCCc1ccccc1	3	18
Other records.
SMILES	mHtt clearance	mHtt clearance grain fraction
C=CCNC(=O)c1ccccc1Cl	-56	56
CC(C)C(=O)NCCc1nc2ccccc2n1C	-54	27
O=C(O)c1cc(NC(=O)C2CCCO2)cc(NC(=O)C2CCCO2)c1 (stereo not drawn)	17	17
CCOC(=O)Cc1csc(NC(=O)c2c(-c3ccccc3)noc2C)n1	-40	55
CS(=O)(=O)N1CCN(C(=O)Cc2ccccc2)CC1	-36	53
O=S(=O)(CCCc1ccccc1)c1ncn[nH]1	16	34
CC1(C)Cc2ccccc2-c2nnc(SCc3ccc(C#N)cc3)n21	24	16

3 entries already listed, arranged by SMILES length, largest number first.
SMILES	mHtt clearance	mHtt clearance grain fraction
O=C(O)c1cc(NC(=O)C2CCCO2)cc(NC(=O)C2CCCO2)c1 (stereo not drawn)	17	17
CC1(C)Cc2ccccc2-c2nnc(SCc3ccc(C#N)cc3)n21	24	16
CS(=O)(=O)N1CCN(C(=O)Cc2ccccc2)CC1	-36	53

Filtered by structure, the compounds so far containing an aryl methoxy group.
SMILES	mHtt clearance	mHtt clearance grain fraction
COc1ccc(N(CC(=O)N/N=C/c2cccs2)S(=O)(=O)c2ccc(OC)c(OC)c2)cc1	29	27
COc1ccc(NC(=O)C23CCC(C)(C(=O)C2)C3(C)C)cc1 (stereo not drawn)	-16	21
COc1ccc(-n2c(Cc3cc(=O)[nH]c(=O)[nH]3)nnc2SCC(=O)Nc2ccccc2)cc1	-6	48
COc1cccc(Oc2ccc(N)cn2)c1	?	.
COc1cccc(CN2CCN(c3cccc(C(F)(F)F)c3)CC2)c1OC	15	16
COc1ccc(CC(=O)OCCN(C)C)cc1	47	20
COc1ccc(C(=O)NC(=S)Nc2ccccc2N2CCN(S(C)(=O)=O)CC2)cc1OC	-42	62
COc1ccc(/C=C\c2onc(C)c2S(=O)(=O)N2CCC(C(=O)NCCC(C)C)CC2)cc1	50	17
COc1ccc(C(=O)N2c3cc4c(cc3C(C)=CC2(C)C)OCO4)cc1	21	13
COc1ccc(-c2noc(CN(C)S(=O)(=O)c3ccc(C)cc3)n2)cc1	36	12
COc1ccccc1OCC(O)Cn1c(=N)n(CCN2CCCCC2)c2ccccc21 (stereo not drawn)	35	13
